TAAR1 antagonist: antagonists of human TAAR1. Q96RJ0. CHO RD-HGA16 TAAR1, Fluo-8 calcium fluorescence, antagonist. inhibition, % at 3 µM. actives 1.5% (n = 360,000). AID 624466;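 active = inhibition above a per-plate cutoff, the mean inhibition of test compounds on that plate plus 3 SD, cut at about 49% in these data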;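 also: 0% = DMSO plus EC80 beta-PEA response and 100% = DMSO alone without agonist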
Target sequence (Q96RJ0 whole entry, looked up): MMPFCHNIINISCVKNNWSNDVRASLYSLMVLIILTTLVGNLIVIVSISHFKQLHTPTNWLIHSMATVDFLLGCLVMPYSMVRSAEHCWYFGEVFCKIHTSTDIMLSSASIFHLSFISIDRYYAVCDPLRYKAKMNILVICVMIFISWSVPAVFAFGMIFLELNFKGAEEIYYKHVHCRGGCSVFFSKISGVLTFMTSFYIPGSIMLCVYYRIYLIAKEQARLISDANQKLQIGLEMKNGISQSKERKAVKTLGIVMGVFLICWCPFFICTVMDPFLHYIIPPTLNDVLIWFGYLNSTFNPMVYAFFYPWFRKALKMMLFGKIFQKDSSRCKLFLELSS
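Material: CHO RD-HGA16 cells bearing hTAAR1; compound dosing: one-point dosing, 3 µM nominal final; schedule: dye loading 75 min at 37 °C, then 30 min room temperature; measured by: calcium fluorescence with Fluo-8; control set: vehicle and agonist controls; replication: n of 1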
CRFBP-R2 block: blocks CRF-induced signaling of the CRF-BP/CRF-R2 complex. HEK293 CRF-R2/CRF-BP, CRF-induced calcium fluorescence. inhibition, % at 11.8 µM. actives 0.59% (n = 350,000). AID 588475;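 active = inhibition of the ligand-induced calcium signal above about 50% at the single tested concentration, limit read from the data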
TAAR1 ag: human TAAR1 agonism | Q96RJ0 | CHO RD-HGA16 TAAR1, Fluo-8 calcium fluorescence; vehicle wells 0%, saturating PEA agonist 100% | activation, % at 3 µM | actives 0.99% (n = 360,000);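 active = activation above the mean activation of all test compounds in the run plus 3 SD, cut at about 38% in these data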
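Benchmarks: low control DMSO, high control PEA (EC100); System: CHO RD-HGA16 cells carrying human TAAR1 plus Gα16; Detection: Fluo-8 fluorescence, 5 s baseline then 140 s kinetic read; Schedule: 17-24 h plating, Fluo-8 75 min 37 °C, 30 min RT; Read-out basis: % activation from peak over basal fluorescence ratio, DMSO-to-PEA scaled.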
M5 ag: CHRM5 agonism in calcium assay. P08912. CHO-K1 hM5 cells, Fluo-8 calcium fluorescence; 0% DMSO wells, 100% maximal acetylcholine response. activation, % at 3 µM. actives 0.19% (n = 360,000). AID 624037;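 active = activation above the run's mean over test compounds plus 3 SD, cut at about 23% in these data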;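 also: signal is peak over basal fluorescence ratio across the kinetic read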
CHO-K1 Ca PAM: counter-screen for M1 PAMs: effect in parental CHO-K1 cells | activation, % at 3 µM | actives 0.02% (n = 360,000) | ATP EC20, Fluo-8 calcium fluorescence; 0% at ATP EC20, 100% at ATP max | AID 602247;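 active = activation above the run cutoff, the mean activation of all test compounds plus 3 SD, cut at about 40% in these data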;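 also: peak over basal fluorescence ratio in a 140 s read after ATP addition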
CHRM4 PAM: CHRM4 positive allosteric modulation. actives 0.4% (n = 360,000). P08173. activation, % at 3 µM. CHO-K1 hM4/Gqi5, Fluo-8 calcium fluorescence, ACh EC20; 0% = ACh EC20, 100% = maximal ACh;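 active = activation above its plate's cutoff, the mean activation of sample wells plus 3 SD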; also: some results filed as inactive read as strong as hits
Target sequence (P08173 whole entry, looked up): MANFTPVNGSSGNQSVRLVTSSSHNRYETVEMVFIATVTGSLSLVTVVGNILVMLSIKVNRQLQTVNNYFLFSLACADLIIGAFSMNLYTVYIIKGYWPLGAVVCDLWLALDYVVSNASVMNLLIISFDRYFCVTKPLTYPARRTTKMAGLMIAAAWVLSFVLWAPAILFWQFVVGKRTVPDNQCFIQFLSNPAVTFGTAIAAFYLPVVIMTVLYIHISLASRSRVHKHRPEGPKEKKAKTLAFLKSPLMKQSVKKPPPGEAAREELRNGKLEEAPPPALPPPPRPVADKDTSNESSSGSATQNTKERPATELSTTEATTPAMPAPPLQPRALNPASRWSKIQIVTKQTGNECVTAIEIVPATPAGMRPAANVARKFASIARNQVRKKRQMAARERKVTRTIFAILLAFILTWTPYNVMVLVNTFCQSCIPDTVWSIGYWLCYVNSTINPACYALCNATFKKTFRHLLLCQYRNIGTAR
CRFR2-BP ag: agonists of human CRF-binding protein/CRF-R2 receptor complex; actives 0.46% (n = 350,000); AID 588473; activation, % at 13.2 µM; HEK293 CRF-R2/CRF-BP, calcium dye fluorescence (FLIPR); percent of saturating CRF peptide response;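 active = activation of at least 50%, plus an integration ratio under a set limit after plate pattern correction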;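 also: plate controls were neutral control wells without compound for no effect and CRF at EC100 for full effect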
CHRM5 PAM: positive allosteric modulators of human muscarinic M5 receptor; CHO-K1 hM5, Fluo-8 calcium, ACh EC20 PAM; 0% = ACh EC20, 100% = ACh EC100; P08912; activation, % at 3 µM; AID 624038; actives 0.3% (n = 360,000);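 active = activation above the run cutoff, the mean activation of all test compounds plus 3 SD, cut at about 18% in these data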
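Assay system – human M5 receptor in CHO-K1 cells · Read-out – % activation, ACh-normalized · Technique – Fluo-8 calcium fluorescence · Dosing – single-point, 3 µM nominal · Incubation – Fluo-8 loading 80 min at 37 °C plus 30 min room temperature · Repeats – singlicate, one well per test compound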
M5 antag: antagonists of human muscarinic M5 receptor (CHRM5). P08912. CHO-hM5 cells, Fluo-8 calcium fluorescence, ACh EC80. inhibition, % at 3 µM. actives 0.59% (n = 360,000);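 active = inhibition above a per-plate cutoff, the mean of that plate's test compounds plus 3 SD, cut at about 27% in these data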;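 also: 0% = acetylcholine EC80 with DMSO and 100% = DMSO without agonist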
Starred values were filed as active, the others as inactive; x = not tested or not shown.

SMILES,TAAR1 antagonist,CRFBP-R2 block,TAAR1 ag,M5 ag,CHO-K1 Ca PAM,CHRM4 PAM,CRFR2-BP ag,CHRM5 PAM,M5 antag
Cc1c(Cl)cccc1NC(=S)N(CCCN1CCOCC1)Cc1cccs1,-3,-1,0,-5,3,-39,-2.0,-17,3
O=[N+]([O-])c1ccc(O)c(C(C#Cc2ccccc2)N2CCOCC2)c1 (stereo not given),-6,-9,10,3,7,-10,0.3,-6,7
Cn1c(CCNC(=O)c2ccccc2)nc2cc(NC(=O)C3CCCCC3)ccc21,23,7,21,4,-7,2,-1.2,6,-6
CCc1cc2c(NC(C(=O)O)C(C)C)ncnc2s1 (stereo not given),-4,0,0,-2,14,7,0.1,6,-2
COC(=O)CNC(=O)C1CCC(CNS(=O)(=O)c2cccc3nsnc23)CC1 (stereo not given),-13,-3,6,0,-12,0,-0.7,-6,6
CCN(CC(=O)NCc1ccc(F)cc1)C(=O)CCNS(=O)(=O)c1cccc(C)c1,11,0,0,2,-9,4,-1.1,1,1
COc1ccc(CNC(=S)Nc2ccc3nc(N4CCN(C)CC4)cc(C)c3c2)cc1,10,6,8,-2,11,-10,-2.0,-5,9
NS(=O)(=O)c1ccc(CCNC(=O)c2ccc(Cl)s2)cc1,8,3,5,-3,-1,-6,-0.7,-3,15
O=C(CN1C(=O)c2ccccc2S1(=O)=O)NCc1cccnc1,4,-28,10,0,-4,18,4.4,9,-11
COC(=O)C1CCCN1C(=O)C1CCCN1C(=O)CNC(=O)OCc1ccccc1 (stereo not given),-15,-4,6,0,17,7,-0.5,2,-6
CCOc1ccc(OCCC(=O)OCC(=O)Nc2ccc3c(c2)OCO3)cc1,-12,7,-2,-1,-10,-3,-0.1,1,1
Cc1ccc2c(Cl)c(C(=O)NCCCN3CCOCC3)sc2c1,-1,-11,1,0,24,2,-0.1,5,-6
O=C(CC12CC3CC(CC(C3)C1)C2)N1CCCOC1,8,-5,6,-2,17,6,2.5,5,-7
COc1ccc(C(C)=O)cc1CS(=O)(=O)CC(=O)NCCc1c[nH]c2ccccc12,8,-2,3,0,7,2,0.8,2,-1
Cc1cc(Sc2nc(NC(C)C)nc(NC(C)C)n2)nc(Cl)n1,-1,6,0,-3,22,10,-4.2,7,2
CC(=O)NS(=O)(=O)c1ccc(NC(=O)C2c3ccccc3Oc3ccccc32)cc1,12,-9,1,-9,23,17,-0.4,22*,-10
O=C(CN1CCN(c2ccccn2)CC1)NCCc1ccccc1,-8,-3,12,-7,13,-1,-1.4,1,-6
CCn1ncc(C2=NOC(C(=O)Nc3cccc(C(C)=O)c3)C2)c1C (stereo not given),9,8,4,6,-2,-8,-2.1,-5,3
CCOC(=O)Nc1ccc(OCc2nnc3c4ccccc4c(C)nn23)cc1,2,-1,3,0,-3,-3,-5.5,3,2
CN1CCc2c(sc3c2C(=O)NC(c2cn(Cc4ccccc4)c4ccccc24)N3)C1 (stereo not given),11,-5,9,-2,-2,0,17,8,6
C=CCn1c(SCC(=O)NCC(c2ccccc2)N(C)C)nc2sc3c(c2c1=O)CCC3 (stereo not given),-6,3,0,-5,-20,8,0.4,5,-7
Cc1ccc(N(CC(=O)NC2CC2)S(=O)(=O)c2ccccc2)c(C)c1,-11,-3,0,-4,-9,12,-2.5,2,7
O=S(=O)(NCCc1ccc(F)cc1)c1cc(C(F)(F)F)ccc1Br,-8,4,0,-3,19,-6,1.5,-5,5
Cn1cc(CNCc2ccc(OC(F)(F)F)cc2)c(-c2ccc3c(c2)OCCO3)n1,-13,-10,9,14,4,-32,0.3,-21,24
CC(=O)c1ccc(NC(=O)c2ccc3c(c2)C(=O)N(c2ccccn2)C3=O)cc1,-7,4,3,-3,19,7,1.1,3,4

Sorted by length of the SMILES (descending): some entries from above.
SMILES,TAAR1 antagonist,CRFBP-R2 block,TAAR1 ag,M5 ag,CHO-K1 Ca PAM,CHRM4 PAM,CRFR2-BP ag,CHRM5 PAM,M5 antag
CCN(CC(=O)NCc1ccc(F)cc1)C(=O)CCNS(=O)(=O)c1cccc(C)c1,11,0,0,2,-9,4,-1.1,1,1
COC(=O)C1CCCN1C(=O)C1CCCN1C(=O)CNC(=O)OCc1ccccc1 (stereo not given),-15,-4,6,0,17,7,-0.5,2,-6
CCOC(=O)Nc1ccc(OCc2nnc3c4ccccc4c(C)nn23)cc1,2,-1,3,0,-3,-3,-5.5,3,2
Cc1ccc2c(Cl)c(C(=O)NCCCN3CCOCC3)sc2c1,-1,-11,1,0,24,2,-0.1,5,-6

Other structures follow:
SMILES,TAAR1 antagonist,CRFBP-R2 block,TAAR1 ag,M5 ag,CHO-K1 Ca PAM,CHRM4 PAM,CRFR2-BP ag,CHRM5 PAM,M5 antag
CSCCC(NC(=O)c1cc([N+](=O)[O-])ccc1Cl)C(=O)O (stereo not given),-19,12,1,1,-7,11,-5.1,9,-16
COc1ccccc1NC(=O)c1cn(C)c(=O)c2cc(OC)c(OC)cc12,1,-2,3,3,4,-6,0.0,2,0
COc1cc(NC(=O)CN(C)S(=O)(=O)c2ccc(C)cc2)cc(OC)c1,-13,9,1,-12,3,18*,-4.3,5,-6
COC(=O)C1=C(C)N(C2CCCC2)C(=O)C1(NC(C)=O)C(F)(F)F (stereo not given),-8,29,7,-1,-6,-6,-3.5,5,-3
COc1ccc(-c2cc(C(=O)NCc3cccc(C(F)(F)F)c3)[nH]n2)c(C)c1,1,x,-1,-1,-3,2,x,-1,0
Cc1ccc(S(=O)(=O)N(CC(O)CN2CCOCC2)c2cccc([N+](=O)[O-])c2)cc1 (stereo not given),-14,-2,3,-6,5,-5,0.2,0,1
CCOc1cccc(-n2nnnc2-c2ccc(OC)cc2)c1,-5,9,-1,-12,14,-4,-2.0,8,-10
CCCCn1nnnc1C(c1cc2ccccc2o1)N(C)Cc1ccc(Cl)c(Cl)c1 (stereo not given),-19,x,1,0,-3,-4,x,-9,-2
O=C(CSc1nc2c(c(C(F)(F)F)n1)CCc1ccccc1-2)NCc1ccco1,-2,-13,-2,-1,10,-2,-1.8,1,7
NC(=O)C1CCN(C(=O)C2CCC(=O)N(Cc3ccc(Cl)cc3)C2)CC1 (stereo not given),-29,-14,2,-2,22,1,-0.9,-2,12
Cc1ccc(C)c(Oc2cc(NC(=O)CCCn3nc(C)c([N+](=O)[O-])c3C)cc([N+](=O)[O-])c2)c1,38,38,0,-1,12,-2,-0.3,-4,2
O=C(Cn1cc2c(n1)CCCCC2)NCc1ccccn1,-14,12,0,1,10,0,-0.5,-2,4
CC(C)Cc1nnc(NC(=O)CCC(=O)NC2CCCC2)s1,-14,-2,1,-1,4,2,-0.3,3,7
COc1c(Cl)cc(Cl)cc1C(=O)Nc1ccc(NC(=O)c2cccs2)cc1,69*,-8,16,1,6,-4,2.8,-12,7
COc1ccc(-c2[nH]ncc2/C=N\NC(=O)c2ccc(C(C)(C)C)cc2)cc1OC,12,24,-1,-4,9,-10,-1.2,-6,2
CCc1ccc(NC(=O)NCCN2CCc3ccccc3C2)cc1,-18,4,17,-5,12,-1,-1.1,0,3
COc1cc(C(=O)NC2CCCc3ccccc32)cc(OC)c1C (stereo not given),-23,-2,-3,-3,7,1,1.2,0,4
COc1cc2c(-c3cc(F)cc(F)c3)c(-c3ccsc3)oc(=O)c2cc1OC,0,6,8,1,21,8,-0.7,2,10
Cn1c(-c2ccccc2Br)n[nH]c1=S,-8,6,-2,-3,11,6,-0.4,0,4
Cc1cc(Cl)ccc1OCC(=O)NCC(c1cccs1)N1CCOCC1 (stereo not given),14,-8,0,2,-14,-10,-0.1,-2,-2
O=C(NCCn1ccc2ccccc21)c1ccc(S(=O)(=O)N2CCCCC2)cc1,12,-73,25,6,19,-3,1.5,-3,6
Cc1cc(=O)oc2c(CN3CCCCC3)c(O)c(Cl)cc12,-4,-6,6,-2,12,7,-0.6,-1,-1
CC(=O)Nc1nnc(SCC(=O)Nc2ccc(N3CCOCC3)c(Cl)c2)s1,-19,2,0,-1,21,2,-0.6,-4,15
Oc1ccc(N2CCN(C(=S)NCCc3ccccc3)CC2)cc1,9,-23,31,1,18,4,-1.8,-1,7
CN(C(=O)c1cccc(NC(=O)Cc2ccc(NC(=O)C3CCN(C(=O)C4CCC4)CC3)cc2)c1)C1CCCC1,-7,-6,0,-1,19,-5,-0.1,2,1

An excerpt from above with just CHRM4 PAM, CRFR2-BP ag and M5 ag.
SMILES	CHRM4 PAM	CRFR2-BP ag	M5 ag
Cn1c(-c2ccccc2Br)n[nH]c1=S	6	-0.4	-3
Cc1cc(Cl)ccc1OCC(=O)NCC(c1cccs1)N1CCOCC1 (stereo not given)	-10	-0.1	2

Next records:
SMILES,TAAR1 antagonist,CRFBP-R2 block,TAAR1 ag,M5 ag,CHO-K1 Ca PAM,CHRM4 PAM,CRFR2-BP ag,CHRM5 PAM,M5 antag
O=C(N/N=C\c1cc(Br)ccc1O)c1ccc(S(=O)(=O)N2CCCCC2)cc1,-4,-27,7,-1,9,5,36,-7,-1
CCn1c(=O)cc(SCC(=O)NCc2ccco2)c2ccccc21,-10,-1,15,-1,16,7,-0.2,-6,6
COc1ccc(-n2ncc3c(NCc4cccnc4)ncnc32)cc1,-8,-8,2,3,-7,-7,0.2,-13,18
Oc1ccc(C2N=C(c3ccccc3)NC(c3ccccc3)=N2)cc1,3,-3,14,5,4,7,-1.0,-5,7
CCc1ccc(S(=O)(=O)Nc2cc3c(cc2C)n(C)c(=O)n3C)cc1,17,-5,-1,3,10,-2,0.1,-7,0
O=C(CN1CCN(c2ccccc2F)CC1)c1ccc(O)cc1O,-29,2,19,-2,17,3,-0.8,6,-13
O=C(Nc1ccc(Cl)cc1)Nc1cnccn1,-16,-10,36,2,10,-1,-4.3,-10,-4
CCCCN(C(=O)CCNC(=O)NC12CC3CC(CC(C3)C1)C2)c1c(N)n(CCC)c(=O)[nH]c1=O,-17,8,0,1,6,3,-1.6,0,4
CC(C)[C@H](NC(=O)C1CCN(S(=O)(=O)c2ccc(F)cc2)CC1)C(=O)N1CCCCCC1,6,-2,-1,-6,23,-3,-2.2,-4,8
O=C1N[C@@H](Cc2ccccc2)C(=O)N1CCN1CCOCC1,8,-7,1,4,-5,-1,-0.6,-3,6
CC(C)OCCCNC(=O)c1cn(C)c2ccc(S(=O)(=O)N3CCCC3)cc2c1=O,-2,-8,0,-6,14,3,2.4,2,1
CC1=Nc2cc([N+](=O)[O-])ccc2NC(C)(C)C1,-13,-8,4,2,15,0,3.5,0,2
COc1ccc(C[C@@H]2CN3C(=NC[C@@H]3C)N2C[C@H](C)NC(=O)CCC2CCCCC2)cc1,6,-8,15,-12,15,0,-0.2,8,4
Cc1c(C)c2ccc(OC(C)C(=O)N3CC[C@@]4(O)CCCC[C@H]4C3)c(C)c2oc1=O (stereo not given in full),-32,-14,6,3,21,5,-0.8,-2,2

Screens as filed in PubChem.
